# PfGluPho inh = PfG6PD (Plasmodium falciparum) enzyme inhibition; 350,000 compounds, 0.78% hits; inhibition, % at 20 µM; AID 504690; PfGluPho enzyme, NADPH resazurin-diaphorase fluorescence;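 active = inhibition reaching at least a set limit at 20 µM in the primary screen, cut at about 59% in these data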;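 also: 0% = DMSO wells with substrate and 100% = DMSO wells lacking glucose-6-phosphate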
# UBC13 inh = human UBC13 polyubiquitination inhibition. P61088. UBC13 polyubiquitin chain formation, TR-FRET. inhibition, % at 20 µM. 330,000 compounds, 0.47% hits; in the data active = inhibition above about 45%, passing the limit was not always enough; inconclusive = no clear call, values can overlap the other calls
# Target sequence (P61088 whole entry, looked up): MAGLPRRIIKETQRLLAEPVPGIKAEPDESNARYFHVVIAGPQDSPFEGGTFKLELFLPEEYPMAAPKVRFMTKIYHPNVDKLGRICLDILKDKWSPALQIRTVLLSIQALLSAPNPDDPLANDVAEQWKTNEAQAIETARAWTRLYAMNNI
# SENP7 block = blocks the human protease SENP7; Q9BQF6; inhibition, % at 5 µM; 330,000 compounds, 1.5% hits; recombinant SENP7, Z-RLRGG-aminoluciferin luminescence, 40 min;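 active = inhibition above about 50% at the single test dose, limit read from the data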;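 also: plate controls were DMSO with enzyme for no effect and no enzyme buffer wells for full effect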
# SENP8 block-1 = SENP8 (human) protease inhibition; Q96LD8; recombinant SENP8, Nedd8 substrate fluorescence; inhibition, % at 20 µM; 360,000 compounds, 0.64% hits; AID 602440; in the data active = inhibition mostly above about 40%, no sharp cut-off; inactive = mostly below about 27%
# Target sequence (Q96LD8 whole entry, looked up): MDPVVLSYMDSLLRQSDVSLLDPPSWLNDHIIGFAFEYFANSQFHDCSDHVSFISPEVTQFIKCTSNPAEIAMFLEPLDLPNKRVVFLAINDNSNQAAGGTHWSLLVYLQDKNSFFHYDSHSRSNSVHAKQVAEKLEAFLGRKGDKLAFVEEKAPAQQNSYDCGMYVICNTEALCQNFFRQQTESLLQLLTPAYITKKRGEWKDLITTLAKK
# MIN6 prolif = induces beta-cell replication in MIN6 cells; 330,000 compounds, 0.29% hits; proliferation, % at 10 µM; MIN6 cells proliferation, ATPlite luminescence, 48 h; cells starved in 0.2% serum; 100% = growth in 10% serum; AID 2380;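 active = compounds whose signal lies at least 3.5 SD above the mean of all wells on their plate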;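 also: 0% = DMSO-treated cells in low-serum medium and 100% = 10% serum control; some compounds called inactive have numbers as strong as hits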
# SENP1 inh = SENP1 (human) catalytic domain inhibition | recombinant SENP1 catalytic domain, CyPet-SUMO1-YPet FRET cleavage | Q9P0U3 | 360,000 compounds, 0.21% hits | AID 624204 | inhibition, % at 10 µM;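 active = inhibition at least 30% at 10 µM, raw YFP signal under a set limit, fluorescence ratio 0.5 to 1.5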;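 also: 0% = enzyme with DMSO and 100% = no enzyme wells; some results filed as inactive read as strong as hits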
#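 Assay system: hSENP1 catalytic domain, recombinant. Amount: SENP1 enzyme, 20 pM final. Schedule: 50 min reaction, RT, dark. Technique: FRET, CFP and YFP emission. Control set: no-enzyme wells low, DMSO-plus-enzyme wells high control.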
# SENP8 block-2 = SENP8 protease inhibition | inhibition, % at 10 µM | Q96LD8 | purified SENP8, Z-RLRGG-aminoluciferin cleavage, luminescence | 330,000 compounds, 1.2% hits | AID 2540; in the data active = inhibition above about 50%
# SENP6 block = SENP6 protease inhibition; Q9GZR1; Recombinant SENP6 catalytic domain, aminoluciferin luminescence; inhibition, % at 10 µM; 330,000 compounds, 1.8% hits; AID 2599;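 active = inhibition above about 50% at the single tested dose, limit read from the data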;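 also: plate controls were DMSO wells with enzyme for no effect and DMSO wells lacking enzyme for full effect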
# Target sequence (Q9GZR1 628-1112 limits assumed): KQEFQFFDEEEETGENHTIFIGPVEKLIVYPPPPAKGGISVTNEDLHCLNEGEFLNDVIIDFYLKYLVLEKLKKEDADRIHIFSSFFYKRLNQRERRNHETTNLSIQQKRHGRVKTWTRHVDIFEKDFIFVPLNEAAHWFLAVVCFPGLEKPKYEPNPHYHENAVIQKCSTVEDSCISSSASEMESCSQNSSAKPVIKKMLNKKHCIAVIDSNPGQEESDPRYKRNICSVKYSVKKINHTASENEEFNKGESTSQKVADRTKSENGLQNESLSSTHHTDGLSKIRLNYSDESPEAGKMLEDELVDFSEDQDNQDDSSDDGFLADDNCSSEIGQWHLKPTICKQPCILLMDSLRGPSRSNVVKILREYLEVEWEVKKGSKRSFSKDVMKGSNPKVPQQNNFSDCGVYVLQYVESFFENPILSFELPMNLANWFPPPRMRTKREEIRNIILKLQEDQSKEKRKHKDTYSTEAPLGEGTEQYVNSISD
# HKDC1 inh = inhibitors of human hexokinase HKDC1; 340,000 compounds, 0.16% hits; inhibition, % at 20 µM; AID 493160; Q2TB90; recombinant HKDC1, G6PDH/diaphorase resazurin coupled fluorescence;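 active = inhibition above about 35% when tested at 20 µM, limit read from the data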;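 also: plate controls were DMSO wells with enzyme for no effect and DMSO wells lacking enzyme for full effect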
#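 test system = in-house recombinant HK5 (HKDC1) enzyme | amount = HKDC1 at 5 µg/mL | control set = DMSO-enzyme wells negative, buffer-substituted wells positive | compound = one dose of 20 µM, 1% DMSO | schedule = reaction time 90 min, room temperature, protected from light | technique = resorufin fluorescence at 613 nm | reagent = glucose with 1 mM ATP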
# An asterisk follows results filed as active; ? = inconclusive.
# Labels used below: A = PfGluPho inh; B = UBC13 inh; C = SENP7 block; D = SENP8 block-1; E = MIN6 prolif; F = SENP1 inh; G = SENP8 block-2; H = SENP6 block; I = HKDC1 inh
> Cc1cc(C)n(-c2ccc(C)c(Cl)c2)n1
  A = -4; B = 8; C = 2; D = 14; E = 0; F = 1; G = -6; H = 1; I = -10

> NNC(=O)CN1C(c2ccccc2Br)=Nc2ccc(Br)cc2C1c1ccccc1 (stereo not drawn)
  A = 88*; B = 20; C = 1; D = 13; E = -2; F = 0; G = -8; H = -12; I = 0

> COC(=O)c1ccccc1Oc1ccc(NC(=O)C(C)(C)CCl)cc1
  A = 1; B = -6; C = 12; D = 4; E = -1; F = 1; G = 10; H = -3; I = -9

> COc1cccc(CNC(=O)CCCn2ncn3c(cc4occc43)c2=O)c1
  A = -6; B = -2; C = 5; D = 1; E = -1; F = 0; G = -4; H = 7; I = -6

> O=C(CSc1ccc2c(c1)OCCO2)Nc1ncc(Cl)cc1Cl
  A = 3; B = 11; C = 2; D = 5; E = -1; F = 1; G = 6; H = 6; I = 6

> Cc1ccc(C(=O)Nc2ccc3c(c2)nc2n3CCSC2)cc1
  A = 8; B = -9; C = 1; D = -71; E = -4; F = -84; G = -5; H = 4; I = -3

> CC1CCCC(NC(=O)C2CCN(S(=O)(=O)N3CCC4(CC3)OCCO4)CC2)C1C (stereo not drawn)
  A = -14; B = 6; C = 6; D = 1; E = -1; F = 0; G = 5; H = -12; I = 1

> CCOC(=O)C1CCN(C(=O)CSc2cc(=O)n(CC)c3ccccc23)CC1
  A = -12; B = 2; C = -7; D = -11; E = -1; F = 0; G = -5; H = -6; I = 1

> CS(=O)(=O)N1CCN(C(=O)Cc2ccc([N+](=O)[O-])cc2)CC1
  A = -8; B = -2; C = -12; D = 14; E = 1; F = 5; G = -16; H = -13; I = -1

> COC(=O)c1ccc(Nc2cc(C)nc(-c3ccccc3O)n2)cc1
  A = 13; B = ?; C = 4; D = -75; E = -3; F = -1; G = -4; H = 7; I = -4

> Cc1ccc(NC(=O)c2ccc3c(c2)OCO3)cc1Cl
  A = 52; B = -10; C = 63*; D = 12; E = 0; F = 0; G = 40; H = 69*; I = -2

> O=C(CCC(=O)N1CCOc2ccccc21)Nc1ccccc1Cl
  A = 8; B = 3; C = -3; D = 9; E = 0; F = 3; G = 9; H = 13; I = -4

> COc1cc(C2CC(=O)N(CC(=O)NCC3CCCO3)c3ccccc3S2)cc(OC)c1OC (stereo not drawn)
  A = 0; B = -8; C = -9; D = 6; E = -3; F = 2; G = 0; H = -18; I = -7

> O=C(O)CC(Cc1ccc(Cl)cc1)C(=O)NCc1ccccc1 (stereo not drawn)
  A = -9; B = -9; C = 9; D = 11; E = 2; F = 0; G = 0; H = -31; I = -8

> CCc1cc(Br)ccc1NC(=S)NCCc1ccccc1
  A = -3; B = 0; C = 3; D = 5; E = -7; F = 2; G = -3; H = 3; I = 8

> CCCC(C(=O)NC(C)(C)C)N(C(=O)c1snc(C(N)=O)c1N)c1ccc2c(c1)OCCO2 (stereo not drawn)
  A = 3; B = 65*; C = 4; D = -198; E = -1; F = -4; G = 7; H = -8; I = 2

> Cn1c(=O)n(C)c2cc(NC(=O)CSc3nc4ccccc4c(=O)[nH]3)ccc21
  A = -4; B = 6; C = 3; D = 6; E = 0; F = 0; G = 6; H = 10; I = 5

> COc1ccc(C2=CC(=O)C[C@H](c3ccc4c(c3)OCO4)C2)cc1
  A = 6; B = 10; C = 2; D = 20; E = -1; F = 3; G = -3; H = -3; I = 0

> O=S(=O)(NCc1c(Cl)cccc1Oc1ccccc1)c1ccccc1
  A = 15; B = 11; C = 0; D = 15; E = 0; F = 2; G = 0; H = -18; I = -2

> O=C(CC(c1ccccc1)c1ccccc1O)NCCc1ccccc1 (stereo not drawn)
  A = -5; B = 9; C = -3; D = 15; E = 2; F = 4; G = 5; H = 3; I = -4

> O=c1c2ccccc2nc2ccc(NCc3cccs3)nn12
  A = -2; B = -6; C = 4; D = -426; E = -4; F = -26; G = -5; H = -3; I = -7

> O=C(COC(=O)c1ccc(-c2nnc(-c3ccccc3)o2)cc1)c1ccccc1
  A = 8; B = -3; C = -3; D = -10; E = 1; F = 1; G = -3; H = 3; I = -6

> CCc1sc(C(=O)Nc2nc(C)cs2)cc1C
  A = 61*; B = 5; C = 65*; D = -44; E = -3; F = -2; G = 68*; H = 85*; I = 2

> Cc1ccc2[nH]c(=O)c(C(c3nnnn3Cc3ccccc3)N3CCc4ccccc43)cc2c1 (stereo not drawn)
  A = 30; B = 5; C = 2; D = -40; E = -4; F = -24; G = 5; H = 4; I = 14

> COc1ccc(NC(=O)C2CCCN2S(=O)(=O)c2ccc3c(c2)CC(C)N3C(C)=O)cc1OC (stereo not drawn)
  A = 17; B = 0; C = 7; D = 12; E = 0; F = 0; G = 10; H = 0; I = 7

> O=C(NN1C(=O)c2ccccc2NC1c1ccc([N+](=O)[O-])o1)c1ccc(Br)cc1 (stereo not drawn)
  A = 21; B = -12; C = 3; D = -6; E = -3; F = -27; G = 2; H = 17; I = -5

> COc1cc(S(=O)(=O)N2CCOCC2)ccc1NC(=O)COC(=O)c1cc(OC)c(OC)c(OC)c1
  A = -7; B = 9; C = 7; D = 28; E = -3; F = 2; G = 6; H = 21; I = -4

> CCCC1OC23CCCCC2C(C#N)(C#N)C1(C#N)C(=N)O3 (stereo not drawn)
  A = 3; B = -6; C = -2; D = -299; E = 0; F = -28; G = -14; H = -11; I = -12

> Cn1cc(/C=C(\NC(=O)c2ccccc2)C(=O)N2CCOCC2)c2ccccc21
  A = 4; B = -13; C = -2; D = 1; E = 0; F = -5; G = 3; H = -2; I = -4

> O=S(=O)(Nc1c(F)cccc1F)c1ccc(Cl)nc1
  A = -14; B = 3; C = 1; D = 13; E = -4; F = 3; G = 0; H = 6; I = 2

> Cc1nn(C)c(Cl)c1CN1CCCC(CCC(=O)NCc2ccccc2F)C1 (stereo not drawn)
  A = 2; B = 1; C = -10; D = 7; E = -3; F = 1; G = 7; H = -4; I = -9

> COC(=O)[C@]1(Cc2ccccc2)N[C@H](CN(C)C(=O)Nc2ccc(Cl)cc2)[C@@H]2C(=O)N(Cc3ccccc3)C(=O)[C@@H]21
  A = 7; B = 12; C = 0; D = 0; E = 1; F = 1; G = -3; H = -7; I = 4

> CC(C)(C)C(=O)Nc1ccccc1C(=O)NCCCn1ccnc1
  A = -6; B = 6; C = 6; D = -10; E = 3; F = -7; G = 5; H = -24; I = -8

> CCC(C)NC(=O)C1CCN(S(=O)(=O)c2ccc3[nH]c(=O)ccc3c2)CC1 (stereo not drawn)
  A = -22; B = -1; C = 2; D = 4; E = -2; F = -3; G = -2; H = -13; I = -4

> CCc1sc(C(=O)NC)cc1Br
  A = 0; B = 1; C = 2; D = 16; E = -1; F = -1; G = 2; H = -13; I = 3

> OCc1ccccc1OCCOc1ccc(Cl)c2cccnc12
  A = 35; B = 6; C = 2; D = -319; E = 2; F = 2; G = -1; H = -20; I = 0

> Cc1ccc(S(=O)(=O)NNC(=O)c2sc(NS(=O)(=O)c3ccccc3)nc2C)cc1
  A = 9; B = -4; C = -1; D = -1; E = -1; F = -3; G = 0; H = 15; I = 7

> CN(C)S(=O)(=O)c1cccc(NC(=O)c2cc(=O)[nH]c3ccccc23)c1
  A = 12; B = 8; C = -8; D = -109; E = 3; F = -24; G = 5; H = -5; I = -17

> COc1cccc2sc(/N=C/N(C)C)nc12
  A = -6; B = -4; C = 10; D = 12; E = 0; F = 2; G = -10; H = -7; I = -4

> O=C(O)c1ccccc1C(=O)NNc1ccc(Cl)cc1
  A = -4; B = 1; C = 8; D = 4; E = -3; F = -1; G = 6; H = -16; I = 1

> CC(=O)c1ccccc1OC(=O)c1c(F)cccc1F
  A = -2; B = 4; C = 5; D = -1; E = -2; F = 3; G = 2; H = -2; I = -1

> O=S(=O)(c1ccccc1)N1CCN(S(=O)(=O)N2CCCCC2)CC1
  A = -1; B = -4; C = -5; D = 14; E = 0; F = 2; G = 1; H = -8; I = -11

> NS(=O)(=O)c1ccc(CCNC(=O)CSc2ccc(Cl)cc2Cl)cc1
  A = 25; B = 7; C = 0; D = 14; E = 4; F = -3; G = 2; H = -11; I = -3

> Cc1coc2c1c(C)cc1oc(=O)c(CC(=O)NCC(=O)N[C@H](C(=O)O)C(C)C)c(C)c12
  A = -4; B = 8; C = -7; D = -308; E = -1; F = 4; G = -4; H = -2; I = 1

> COc1ccc(S(=O)(=O)N2CCCN(CC(=O)C(C)(C)C)CC2)cc1
  A = 17; B = -2; C = -8; D = 26; E = -2; F = -5; G = -3; H = -8; I = 0

> CCOC(=O)c1ccc(NC(=O)NC(C)C2CCCO2)cc1 (stereo not drawn)
  A = 3; B = 6; C = 1; D = 8; E = -1; F = 0; G = -4; H = -10; I = -10

> CC(C)CCNC(=O)C(=O)Nc1ccccc1
  A = 9; B = 6; C = 17; D = 4; E = 0; F = 1; G = 13; H = 16; I = -12

> Cn1c(=O)n(C)c2cc([N+](=O)[O-])c(N3CCN(C(=O)c4ccc(Cl)cc4)CC3)cc21
  A = 12; B = -34; C = 7; D = 15; E = -2; F = 0; G = -5; H = 0; I = 2

> O=S(=O)(c1c(F)cccc1F)C1CCN(S(=O)(=O)c2ccc3c(c2)OCCO3)CC1
  A = -12; B = -6; C = 3; D = -5; E = 3; F = 0; G = 7; H = -2; I = -6

> CCCCC(=O)NNC(=S)NC(=O)CCC
  A = 31; B = -7; C = 1; D = 17; E = 0; F = 2; G = 3; H = -4; I = -6

# Arranged by number of heavy atoms (rising): part of the list above
# Labels used below: A = PfGluPho inh; B = UBC13 inh; C = SENP7 block; D = SENP8 block-1; E = MIN6 prolif; F = SENP1 inh; G = SENP8 block-2; H = SENP6 block; I = HKDC1 inh
> CC(C)CCNC(=O)C(=O)Nc1ccccc1
  A = 9; B = 6; C = 17; D = 4; E = 0; F = 1; G = 13; H = 16; I = -12

> CCOC(=O)c1ccc(NC(=O)NC(C)C2CCCO2)cc1 (stereo not drawn)
  A = 3; B = 6; C = 1; D = 8; E = -1; F = 0; G = -4; H = -10; I = -10

> COc1ccc(S(=O)(=O)N2CCCN(CC(=O)C(C)(C)C)CC2)cc1
  A = 17; B = -2; C = -8; D = 26; E = -2; F = -5; G = -3; H = -8; I = 0

> O=S(=O)(c1c(F)cccc1F)C1CCN(S(=O)(=O)c2ccc3c(c2)OCCO3)CC1
  A = -12; B = -6; C = 3; D = -5; E = 3; F = 0; G = 7; H = -2; I = -6

> Cc1coc2c1c(C)cc1oc(=O)c(CC(=O)NCC(=O)N[C@H](C(=O)O)C(C)C)c(C)c12
  A = -4; B = 8; C = -7; D = -308; E = -1; F = 4; G = -4; H = -2; I = 1

# Source: PubChem
